# T cell modulator = modulators of CD8 T cell-vesicle binding, primary screen, mouse 2C CD8+ T cells, flow cytometry; 2C CD8+ T cell-vesicle binding; stronger effect = lower value; calls only at 7 µM; 330,000 tested, 0.068% active; AID 2052, 2009;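 active means response, share of CD8 T cells binding vesicles, and their 90th percentile fluorescence all below set limits, cut at about 80% in these data, passing the limit was not always enough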
#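 incubation = binding step 1.5 h, 37 °C, antibody labelling 20 min, ice | test system = 2C mouse CD8+ T cells | read-out basis = percent CD8+ FL2 mean versus row control | controls = Peptide-free naked vesicles (low) and QL9 vesicles with 0.7% DMSO vehicle (high) | detection = flow cytometry of vesicle-bound cells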
# NS5 inhibitors = Dengue-2 NS5 methyltransferase inhibitors, primary screen, biochemical, confirmation dose response (AID 588689). 340,000 tested, 0.3% active. Genome polyprotein (Dengue virus type 2 (strain 16681-PDK53)). Dengue-2 NS5 methyltransferase capping enzyme assay, biochemical; higher % means a stronger effect. inhibition, % at 25 µM, or IC50 in µM where a hit was titrated; in the data active means a potency from the dose series; inconclusive means inhibition above about 29% without an active follow-up result
# UTI89 phage lysis = inhibition of K1F phage lysis, E. coli UTI89, bacterial capsule biogenesis inhibitors, alamar blue (AID 488966); E. coli UTI89 K1F phage lysis, alamar blue, 2 h; higher % means a stronger effect; one-dose inhibition, % at 100 µM; IC50 in µM for titrated hits; 340,000 tested, 0.02% active;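 active means phage lysis inhibition, versus mean bacterial control, above a set limit; inconclusive means no clear call, values can overlap the other calls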;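 further: capsule biogenesis inhibitors block K1F phage lysis so surviving cells raise fluorescence; higher fluorescence means more inhibition of phage lysis; actives were called in the ten point dose series up to 300 µM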
# Large T inhibition = SV40 large T antigen inhibitors, biochemical (AID 1903); SV40 large T antigen ATPase/helicase inhibition assay; higher % means a stronger effect; inhibition, % at 20 µM, or IC50 in µM where a hit was titrated; 310,000 tested, 0.39% active; in the data active means a potency from the dose series; inconclusive means inhibition mostly from about 32% at the one dose, without a potency; inactive means the rest, 99 in 100 with inhibition below about 32%; further: strong numbers were not always called active
# MgcRacGAP inhibition = MgcRacGAP GTPase-activating activity inhibitors, confirmation, biochemical, ADP Hunter fluorescence | MgcRacGAP-stimulated Rac1 GTP hydrolysis, ADP Hunter fluorescence; higher % means a stronger effect; GST-tagged Rac1 F28L mutant substrate | 340,000 tested, 0.6% active | AID 624330, 2012 | inhibition, % at 30 µM, or IC50 in µM where a hit was titrated;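 active means first-screen hits whose inhibition reached a set limit at any dose in the follow-up dose series; inconclusive means inhibition above the set first-screen limit but never retested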;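 further: fluorescence reports GDP produced by GAP-driven GTP hydrolysis; strong numbers were not always called active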
# NTR1 ag = agonists of NTR1, primary screen, imaging, U2OS cells, beta-arrestin-GFP, high content (AID 493036); NTR1-U2OS beta-arrestin-GFP spot imaging, agonist mode; activation, % at 20 µM; 330,000 tested, 0.17% active; Neurotensin receptor type 1 (Homo sapiens), P30989;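 active means activation at or above 40% of the spot to cytoplasm intensity ratio, with at least 20 cells analyzed; inconclusive means wells under 20 cells, flagged as cytotoxic or low count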;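 further: 0% = DMSO without peptide and 100% = 100 nM NTR1 peptide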
# Target sequence (P30989 whole entry, looked up): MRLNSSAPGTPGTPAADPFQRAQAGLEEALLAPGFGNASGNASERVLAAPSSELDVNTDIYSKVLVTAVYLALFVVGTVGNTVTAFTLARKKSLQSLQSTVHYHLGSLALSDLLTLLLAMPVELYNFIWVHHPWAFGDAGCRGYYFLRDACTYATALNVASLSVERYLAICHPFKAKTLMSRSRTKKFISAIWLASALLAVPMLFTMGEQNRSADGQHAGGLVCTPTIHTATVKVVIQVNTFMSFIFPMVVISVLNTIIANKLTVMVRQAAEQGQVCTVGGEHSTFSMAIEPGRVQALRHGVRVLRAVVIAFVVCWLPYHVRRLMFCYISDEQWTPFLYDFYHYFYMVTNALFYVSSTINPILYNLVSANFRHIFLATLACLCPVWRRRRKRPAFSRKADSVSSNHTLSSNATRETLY
# RSV antiviral HEp-2 = RSV antiviral activity via CPE protection, HEp-2 cells, primary 10 µM value included (AID 2391); HEp-2 cells, RSV-induced CPE inhibition; higher % means a stronger effect; CPE inhibition, % at 10 µM; hits with a dose series show IC50 in µM; 310,000 tested, 0.13% active; in the data active means a potency from the dose series; inconclusive means CPE inhibition mostly from about 23% at the one dose, without a potency; inactive means the rest, 99 in 100 with CPE inhibition below about 21%; further: strong numbers were not always called active
# PhoP inhibition = inhibitors of PhoP regulon expression, primary screen, Salmonella Typhimurium, GFP reporter (AID 1863) | S. Typhimurium PhoP-regulated promoter GFP reporter, 4 h; higher % means a stronger effect | one-dose inhibition, % at 50 µM; IC50 in µM for titrated hits | 300,000 tested, 0.16% active;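 active means inhibition over 29.93%, a cutoff 3 SD above the screen mean, later confirmed by dose response; inconclusive means inhibition over 29.93% but no dose response follow-up; inactive means inhibition at most 29.93% or unconfirmed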;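 further: 0% = low Mg2+ inducing control and 100% = high Mg2+ repressing control; strong numbers were not always called active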
# West Nile antiviral = West Nile virus antiviral activity, cell-based, CPE readout (AID 1621). 290,000 tested, 0.02% active. West Nile virus-infected cells, CPE inhibition; higher % means a stronger effect. CPE inhibition, % at 10 µM; hits with a dose series show IC50 in µM; in the data active means a potency from the dose series; inconclusive means CPE inhibition mostly from about 3.7% at the one dose, without a potency; inactive means the rest, 99 in 100 with CPE inhibition below about 2.2%; further: strong numbers were not always called active
# T cell modulator vesicle-bound % = recorded beside T cell modulator, whose call it bears; double positive events, %; measured here: CD8+ vesicle-bound cell fraction;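 binding gate set so that unloaded-vesicle control wells show 10% double positive cells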
# NTR1 ag cell count 20 µM = further read-out of NTR1 ag, marked with its call; cell count; measured here: cell count, cytotoxicity flag
# NS5 inhibitors pilot replicate = recorded beside NS5 inhibitors, whose call it bears; inhibition, %; measured here: pilot screen replicate inhibition
# The depositor's hits bear a star; i = inactive; u = inconclusive; x = no result given; + = active, no number; [ ] = dose if it differs, or a comment.
SMILES,T cell modulator,T cell modulator vesicle-bound %,NS5 inhibitors,UTI89 phage lysis,Large T inhibition,MgcRacGAP inhibition,NTR1 ag,NTR1 ag cell count 20 µM,RSV antiviral HEp-2,PhoP inhibition,West Nile antiviral,others
Cc1nnsc1-c1onc(C)c1C(=O)Nc1cc(Cl)cc(Cl)c1,i,15,4%,0.2%,5%,8%,12,55,x,-15%,-0.7%,
O=S(=O)(c1cnc[nH]1)N1CCCCCC1,i,48,-12%,2.4%,4%,3%,-4.5,91,1.2%,-7%,0.4%,
CCOC(=O)C1CCCN(C(=O)c2cnn3c(C(F)(F)F)cc(-c4ccccc4)nc23)C1 (stereo not given),i,33,-7%,2.0%[50 µM],3%,8%,4.3,56,-0.1%,4%,0.4%,
O=C(CCSc1ccc(Cl)cc1)c1ccco1,i,18,-18%,0.2%,2%,8%,-0.2,108,0.0%,-4%,2.2%,
COC(=O)c1ccc(-c2nc3ccc(C)cc3o2)cc1,i,28,2%,-0.2%,7%,-5%,-1.3,82,-0.2%,-4%,-0.6%,
S=c1[nH]nc(-c2ccccn2)n1/N=C/c1cccc2ccccc12,i,12,10%,-0.2%[50 µM],20%,26%,0.4,69,0.8%,-5%,1.3%,
CCS(=O)(=O)NC(C)C(c1cccs1)N1CCN(C)CC1 (stereo not given),i,10,4%,-0.3%,19%,3%,0.8,65,-0.2%,9%,0.5%,
Cc1[nH]n(C(N)=S)c(=O)c1C(c1ccccc1)C(C#N)C#N (stereo not given),i,29,x,0.1%,13%,-2%,1.0,47,4.0%,-8%,0.5%,
Cc1sc2nc(C3CC3)nc(SCC(=O)NCc3ccco3)c2c1C,i,9,-7%,2.0%,8%,6%,3.3,31,0.3%,-7%,0.3%,
CCCn1c(SCC(=O)NCc2cccs2)nc2c1c(=O)n(C)c(=O)n2C,i,47,-5%,0.0%[50 µM],7%,3%,0.7,25,0.4%,5%,-0.3%,
COCC(=O)Nc1ccc(-c2cn3cccnc3n2)cc1,i,6,2%,1.6%,4%,0%,-1.7,52,0.3%,10%,0.5%,
COC(=O)[C@H](C)NC(=O)Nc1cccc(Br)c1,i,52,-2%,0.7%,11%,8%,0.0,39,13%,-1%,0.8%,
COC(=O)C1(CC2CC(c3ccncc3)=NO2)CCN(C(=O)OC(C)(C)C)CC1 (stereo not given),x,x,-4%,1.5%,1%,1%,-3.7,90,-1.4%,x,x,
Nc1ccc2nc(C3CCCCC3)[nH]c2c1,i,41,-3%,-0.1%,x,70µM*,2.9,95,-0.8%,x,-0.9%,
Cc1ccc(CNC(=O)CSc2nc3ccsc3c(=O)n2Cc2ccccn2)cc1,i,7,2%,-0.1%,0%,8%,3.7,58,0.8%,-11%,-0.8%,
Cc1ccc(-c2cc(C(=O)NCCN3CCOCC3)c3ccccc3n2)o1,i,14,-8%,0.8%[50 µM],0%,7%,0.6,57,1.7%,0%,0.4%,
Cc1csc(SCC(=O)Nc2nnc(C)s2)n1,i,15,-5%,0.3%,3%,7%,9.9,56,0.7%,5%,0.3%,
Cc1nnc2sc(-c3ccncc3)nn12,i,11,1%,-0.6%,9%,5%,-1.8,98,2.6%,-13%,0.7%,
CC1(C)Cc2sc3c(=O)[nH]c(=S)[nH]c3c2CO1,i,50,-3%,3.1%[50 µM],22%,10%,1.1,51,0.0%,-3%,0.5%,
Cc1cc2c(cc1S(=O)(=O)NCCc1ccccc1)NC(=O)CO2,+,1.9*,-3%,1.5%[50 µM],6%,4%,0.7,56,-0.1%,3%,x,
Fc1ccc(C2=CC(c3ccco3)n3nnnc3N2)cc1 (stereo not given),i,15,x,x,7%,x,-0.4,38,0.7%,-5%,0.6%,
CC(=O)N1Cc2ccccc2CC1C(=O)N1CCN(c2ccccc2)CC1 (stereo not given),i,34,-4%,0.1%,3%,9%,-0.9,72,1.1%,-11%,-0.3%,
Cc1cc(-c2nn(C)c(=O)c3ccccc23)cc(C)c1O,i,55,3%,1.0%,10%,6%,1.0,63,12%,-1%,0.1%,
Cc1nn(CC#N)c(=O)n1-c1ccccc1,i,28,-7%,1.7%,4%,3%,-2.7,100,0.4%,-9%,0.8%,
CCOC(=O)c1c(N)sc2c1CCCC2,i,41,-2%,0.1%,12%,11%,3.5,73,5.3%,11%,-0.1%,
CSc1ccccc1NC(=O)CN(C)C(=O)C1CCN(C(=O)Nc2ccccc2)CC1,i,24,-5%,0.7%[50 µM],6%,2%,-0.4,62,-1.5%,-7%,x,
COc1ccc(C(=O)N2CCOC2CNC(=O)C(=O)NCc2ccc3c(c2)OCO3)cc1 (stereo not given),i,30,1%,0.6%,4%,-5%,0.4,56,0.8%,-3%,-0.4%,
Cc1cccc(C(=O)NC2CCN(C(=S)NCc3ccco3)CC2)c1,i,36,3%,0.1%,12%,13%,0.4,50,0.3%,-1%,-0.5%,
CC(C)COc1ccc(C(=O)Nc2ccc([N+](=O)[O-])cc2)cc1,i,12,-4%,0.5%,23%,5%,1.0,46,u,-3%,-0.5%,
COC(=O)COc1ccc(Cl)cc1C1Nc2ccccc2C(=O)N1c1ccc(OC)cc1 (stereo not given),i,37,-7%,0.5%[50 µM],2%,5%,1.2,48,-0.5%,5%,-0.2%,
CCN(CC)S(=O)(=O)c1ccc(C(=O)NC(=S)N(CCO)Cc2ccccc2)cc1,i,37,2%,-0.1%,11%,14%,-1.1,75,2.1%,-3%,0.5%,
CCc1ccccc1NC(=O)c1ccc(Cn2cc([N+](=O)[O-])cn2)cc1,i,41,-9%,0.8%[50 µM],0%,5%,-0.4,70,0.6%,2%,0.3%,
CCCCNc1nc2c(c(=O)n(C)c(=O)n2C)n1CCC,i,54,3%,0.2%,x,10%,-0.2,60,0.7%,2%,-0.2%,
CC(CCc1ccco1)NC(=O)Nc1cccc(F)c1 (stereo not given),i,12,-16%,4.3%,8%,8%,-0.6,74,1.0%,-12%,-0.1%,
O=C(OCc1nnc(-c2cccs2)o1)c1cccnc1Cl,i,36,-7%,1.1%[50 µM],x,2%,-1.8,59,0.1%,x,x,
COC(=O)CC1C(=O)NCCN1C(=O)c1ccc2oc(C(C)C)nc2c1 (stereo not given),i,23,4%,0.3%,15%,8%,-0.1,50,3.7%,-6%,0.7%,

# Retrieved by structure from above (3):
SMILES,T cell modulator,T cell modulator vesicle-bound %,NS5 inhibitors,UTI89 phage lysis,Large T inhibition,MgcRacGAP inhibition,NTR1 ag,NTR1 ag cell count 20 µM,RSV antiviral HEp-2,PhoP inhibition,West Nile antiviral,others
CC(C)COc1ccc(C(=O)Nc2ccc([N+](=O)[O-])cc2)cc1,i,12,-4%,0.5%,23%,5%,1.0,46,u,-3%,-0.5%,
O=C(OCc1nnc(-c2cccs2)o1)c1cccnc1Cl,i,36,-7%,1.1%[50 µM],x,2%,-1.8,59,0.1%,x,x,
COC(=O)CC1C(=O)NCCN1C(=O)c1ccc2oc(C(C)C)nc2c1 (stereo not given),i,23,4%,0.3%,15%,8%,-0.1,50,3.7%,-6%,0.7%,

# The list continues.
SMILES,T cell modulator,T cell modulator vesicle-bound %,NS5 inhibitors,UTI89 phage lysis,Large T inhibition,MgcRacGAP inhibition,NTR1 ag,NTR1 ag cell count 20 µM,RSV antiviral HEp-2,PhoP inhibition,West Nile antiviral,others
CCOC(=O)CC(Nc1nc(N2CCOCC2)nc(N2CCOCC2)n1)c1ccccc1Cl (stereo not given),i,27,1%,2.1%,16%,9%,0.1,66,0.6%,11%,-0.3%,
CC1CCC(NC(=O)Cn2c3c(c(-c4ccccc4Cl)cc2=O)CCC3)CC1 (stereo not given),i,31,-2%,-2.0%,14%,1%,0.1,64,4.3%,8%,-0.5%,
Cc1cccc(NC(=O)CSc2nnc(-c3cc(C)n(-c4ccccc4)c3C)o2)c1C,i,23,-7%,2.3%,11%,7%,3.1,64,17%,4%,x,
N#C/C(=C(/O)CN1CCCC1)c1nc(-c2ccccc2)cs1,i,52,-5%,0.4%[50 µM],20%,13%,0.8,72,3.4%,-12%,0.0%,
CCc1ccc(-c2cc(C(=O)N/N=C/c3c[nH]c4ccccc34)[nH]n2)cc1,i,47,-3%,u,10%,9%,19,66,18%,2%,-1.1%,
N#CCSc1nc(-c2ccccc2)nc2ccc(F)cc12,i,45,-1%,0.1%,16%,3%,2.2,48,0.7%,-3%,-1.3%,NS5 inhibitors pilot replicate=-3.1
CCOC(=O)c1c2n(c3ccc(O)cc13)CCC2,i,60,-6%,2.0%,23%,4%,0.7,49,4.2%,6%,0.3%,
COC(=O)CNC(=O)c1ccc2c(c1)S(=O)(=O)c1ccccc1C2=O,i,24,-6%,0.2%,10%,19%,-0.8,39,1.1%,-6%,0.1%,
COc1ccc(O)c(/C=N/n2c(-c3ccco3)csc2=Nc2cccnc2)c1,i,46,6%,4.9%,5%,15%,11,53,3.7%,6%,-0.6%,
COc1ccc(CCNC(=O)Cc2ccc(NC3=NC4CS(=O)(=O)CC4S3)cc2)c(OC)c1 (stereo not given),i,27,1%,-0.1%,3%,10%,2.2,82,1.8%,x,0.5%,
CCC(=O)c1ccc(OCC(=O)NNC(=O)c2cc(C)oc2C)cc1,x,x,0%,2.4%[50 µM],x,2%,0.2,70,x,x,x,
CC(=O)Nc1ccc2c(c1)nc(CCN1CCC(C)CC1)n2C,i,12,-4%,6.0%,13%,7%,3.8,55,0.2%,-2%,0.0%,
NC(=O)C1CC(=O)N(c2ccc(OCc3ccc(Cl)cc3)cc2)C1 (stereo not given),i,47,5%,1.6%,22%,4%,-1.4,90,6.0%,-4%,-0.3%,
CC(C(=O)N1CCc2ccccc21)N1CCN(S(=O)(=O)c2ccc(C(F)(F)F)cc2)CC1 (stereo not given),i,30,1%,0.2%[50 µM],x,2%,4.7,51,0.4%,x,x,
N#CCc1ccc(NS(=O)(=O)c2ccc(C3CCCCC3)cc2)cc1,i,30,1%,-0.1%,10%,3%,x,x,-1.3%,12%,-2.0%,
CCCCn1c(N)c(N(CCC(C)C)C(=O)c2c(C)noc2C)c(=O)[nH]c1=O,i,31,-13%,0.6%[50 µM],5%,7%,0.0,51,-0.6%,-3%,x,
COc1ccc(OC)c(S(=O)(=O)N2CCc3ccccc32)c1,i,45,-4%,-1.8%,4%,7%,-3.2,96,3.7%,1%,0.1%,
